mIAP activ = mouse IAP activation | muIAP, CDP-Star luminescence, 30 min; stronger effect = higher value; 1 = vehicle-only enzyme signal, 0 = enzyme-free wells | activation factor at 10 µM | 330,000 tested, 0.24% active;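 active = activation factor of at least 2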; also: the source names both 10 and 20 µM as test concentration; values of inactives mirror those of a sister screen read the other way
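also added = chemiluminescent substrate CDP-Star | test system = mouse IAP enzyme | signal = chemiluminescence readout | compound = DMSO-dissolved test compounds | incubation = 30 min at room temperature | benchmarks = DMSO wells, no-enzyme wells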
mIAP block = blocks mouse intestinal alkaline phosphatase; purified mouse IAP, CDP-Star luminescence, 30 min; inhibition, % at 10 µM; 330,000 tested, 0.2% active; AID 2806;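 active = inhibition of at least 40% at 10 µM in the primary screen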;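 also: plate controls were DMSO with enzyme for no effect and no enzyme wells for full effect; values of inactives mirror those of a sister screen read the other way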
MPTP block = permeability transition pore inhibition; AID 602449; 360,000 tested, 1.4% active; isolated mouse mitochondria, Ca2+ swelling absorbance, 30 min; inhibition, % at 10 µM;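 active = inhibition of 50% or more, scaled per plate between neutral and stimulator controls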;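 also: 0% = DMSO wells given calcium and 100% = 1 mM EGTA wells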
hIAP inh = human IAP inhibition; P09923; purified IAP, CDP-Star luminescence, 30 min; inhibition, % at 10 µM; 330,000 tested, 0.12% active; AID 2544;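 active = inhibition reaching a set limit with compound at 10 µM in the primary screen, cut at about 35% in these data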;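 also: plate controls were DMSO wells with enzyme for no effect and no-enzyme buffer wells for full effect; values of inactives mirror those of a sister screen read the other way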
Target sequence (P09923 whole entry, looked up): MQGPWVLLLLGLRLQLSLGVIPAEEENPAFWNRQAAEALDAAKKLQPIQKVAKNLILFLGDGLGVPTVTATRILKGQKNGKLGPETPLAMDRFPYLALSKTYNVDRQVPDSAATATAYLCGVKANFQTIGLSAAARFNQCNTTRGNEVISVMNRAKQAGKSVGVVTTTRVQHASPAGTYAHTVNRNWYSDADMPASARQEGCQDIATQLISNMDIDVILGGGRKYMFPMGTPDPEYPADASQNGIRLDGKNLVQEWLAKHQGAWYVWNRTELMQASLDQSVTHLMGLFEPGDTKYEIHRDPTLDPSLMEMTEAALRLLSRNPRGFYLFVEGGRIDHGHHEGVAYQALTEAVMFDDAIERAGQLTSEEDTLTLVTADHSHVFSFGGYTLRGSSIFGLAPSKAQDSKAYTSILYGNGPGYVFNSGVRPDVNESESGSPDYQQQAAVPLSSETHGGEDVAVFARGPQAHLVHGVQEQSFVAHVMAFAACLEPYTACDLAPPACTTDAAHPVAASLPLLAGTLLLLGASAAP
APOBEC3A inh = inhibitors of human APOBEC3A DNA deaminase; P31941; 330,000 tested, 0.41% active; inhibition, % at 20 µM; recombinant A3A, FAM/TAMRA ssDNA deamination fluorescence;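 active = at least 40% inhibition at 20 µM here, with at most 30% in a related deaminase screen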;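 also: plate controls were A3A with DMSO for no effect and wells lacking A3A enzyme for full effect; some results filed as inactive read as strong as hits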
MIN6 prolif = MIN6 beta-cell proliferation induction; AID 2380; proliferation, % at 10 µM; MIN6 cells proliferation, ATPlite luminescence, 48 h; cells starved in 0.2% serum; 100% = growth in 10% serum; 330,000 tested, 0.29% active;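 active = compounds whose signal lies at least 3.5 SD above the mean of all wells on their plate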;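 also: 0% = DMSO-treated cells in low-serum medium and 100% = 10% serum control; some compounds called inactive have numbers as strong as hits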
NR3A LBD binder = NR3A (human) ligand-binding domain modulation | NR3A LBD differential scanning fluorimetry, Tm shift; 0% = protein alone, 100% = glycine-bound protein | Tm shift relative to glycine control, % at 25 µM | 340,000 tested, 2.5% active;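 active = melting temperature shift of at least 10% of the positive control shift, at one fixed dose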
hIAP act = increases human intestinal alkaline phosphatase activity; P09923; purified human IAP, CDP-Star luminescence, 30 min; stronger effect = higher value; 1 = vehicle-only enzyme, 0 = enzyme-free background; activation factor at 10 µM; 330,000 tested, 0.16% active; AID 2524;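 active = activation factor of the enzyme at least 2-fold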; also: the source names both 10 and 20 µM as test concentration; values of inactives mirror those of a sister screen read the other way
APOBEC3G inh = inhibitors of human APOBEC3G DNA deaminase. recombinant A3G, ssDNA deamination FAM/TAMRA fluorescence. inhibition, % at 20 µM. 330,000 tested, 0.28% active;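 active = inhibition of at least 40% at 20 µM, with no more than 30% in the related APOBEC3A deaminase screen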;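 also: plate controls were DMSO wells with A3G for no effect and wells lacking A3G enzyme for full effect; some compounds called inactive have numbers as strong as hits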
Target sequence (Q9HC16 whole entry, looked up): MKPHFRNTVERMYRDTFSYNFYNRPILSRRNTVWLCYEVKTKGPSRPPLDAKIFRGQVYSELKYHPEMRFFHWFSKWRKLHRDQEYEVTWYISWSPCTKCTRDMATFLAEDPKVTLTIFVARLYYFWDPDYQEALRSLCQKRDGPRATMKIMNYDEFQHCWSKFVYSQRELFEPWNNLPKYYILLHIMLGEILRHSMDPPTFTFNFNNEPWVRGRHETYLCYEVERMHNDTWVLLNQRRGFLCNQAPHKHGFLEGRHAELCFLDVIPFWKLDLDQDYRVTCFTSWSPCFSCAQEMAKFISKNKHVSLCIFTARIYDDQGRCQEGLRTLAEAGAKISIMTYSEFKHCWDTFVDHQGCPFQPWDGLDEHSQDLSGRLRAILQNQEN
* hit, by the source's call; . = no result given.

SMILES	mIAP activ	mIAP block	MPTP block	hIAP inh	APOBEC3A inh	MIN6 prolif	NR3A LBD binder	hIAP act	APOBEC3G inh
CC1CCN(C(=O)c2cc3nc(-c4ccccc4)cc(-c4ccccc4)n3n2)CC1	0.93	7	1.7	12	1	-6	0	0.89	0
Cc1ccc(OCC(=O)Nc2nnn(C)n2)c(C)c1	0.91	9	0.1	12	-2	1	3	0.88	-6
O=C(C[C@@H]1C/C=C\CCC(=O)OC[C@H](Cc2ccccc2)NC1=O)N[C@@H](CO)Cc1ccccc1	0.99	0	-2.7	-4	-3	0	-4	1	-9
O=C(CCl)Nc1ccccc1C(=O)c1ccccc1	0.97	2	0.0	-14	1	-4	1	1.1	-4
Cc1ccccc1CNC(=O)C(=O)NCCC1CCCCN1S(=O)(=O)c1cccs1 (stereo not given)	0.96	4	-1.7	6	-2	-5	0	0.94	-3
N#C/C(=C1\C(=O)Nc2c(Cl)cc(Cl)cc21)c1nnc2n1CCCCC2	0.91	9	0.3	9	0	-4	3	0.91	0
NS(=O)(=O)c1cccc(NC(=O)CSc2nnnn2-c2ccccc2)c1	0.97	3	1.4	-20	-9	2	0	1.2	-5
Clc1cccc(-c2ccc3ncnc(NCc4cccnc4)c3c2)c1	1	-2	0.1	-7	2	-5	-36	1.1	-5
CCCCOP(=O)(c1ccc(N(C)C)cc1)C(O)c1ccc(OC)c(OC)c1 (stereo not given)	0.97	3	-2.8	-14	-1	0	1	1.1	-3
O=C(Nc1nc2ccccc2n1CCN1CCOCC1)c1ccc(COc2ccccc2Br)o1	1.1	-8	3.1	-10	2	-5	-11	1.1	4
Cc1ccc(S(=O)(=O)N2CCN(C(=O)c3ccc(-n4cncn4)c([N+](=O)[O-])c3)CC2)cc1	1	-2	-1.9	14	0	-1	1	0.86	-7
Cc1cc(OCCCCn2ccnc2)cc(C)c1Cl	0.96	4	0.0	-15	2	-5	-2	1.1	-3
Cc1ccc(NS(=O)(=O)c2ccc3c(c2)NC(=O)CCS3)c(C)c1	1	-3	-1.2	3	-7	-1	0	0.97	-10
O=C(CNC(=O)c1ccccc1F)NC1CC1	0.93	7	0.0	20	-4	-3	1	0.8	-7
CN(CC(=O)NCC(=O)Nc1ccc(F)c(F)c1F)C1CCS(=O)(=O)C1 (stereo not given)	0.83	17	1.0	1	3	-1	0	0.99	4
CCOC(=O)CCn1cnc2ccc([N+](=O)[O-])cc2c1=O	0.97	2	1.2	9	5	-2	-2	0.91	-4
CC1CCCN(C(=O)COC(=O)c2cc(Br)ccc2O)C1 (stereo not given)	1.1	-10	-0.3	-8	-1	1	-4	1.1	-5
COc1ccc(/C=C2/SC(=O)N(CCC(=O)Nc3ccc(C)cc3)C2=O)cc1OC	1	-2	.	16	-2	0	.	0.84	-3
CCOc1cc(/C=N/NC(=O)CN2CCCCC2)ccc1OCc1cccc(Cl)c1	0.98	2	-0.8	-1	-2	0	-8	1	0
O=C(c1ccco1)N1CCN(C(=O)c2cccc3c2C(=O)N(C2CCCCC2)C3)CC1	0.98	2	-0.8	25	2	2	-1	0.75	0
O=C(Nc1ccccc1)OCCNC(=O)c1cccc(Cl)c1	0.98	2	2.7	-1	-5	-2	-8	1	-8
CCOc1cc(/C=N/n2c(C)nnc2C)ccc1O	0.99	1	1.5	-10	-2	-2	0	1.1	0
COc1cccc(C2CC(c3cccc(C)c3)n3ncnc3N2)c1 (stereo not given)	1	0	-0.6	5	-4	-3	2	0.95	-7
Cc1ccc(C(=O)N/C(=C\c2ccc(C)o2)C(=O)O)cc1	1	-1	0.8	-15	6	-3	0	1.2	0
CC1=CC2=NC(=O)/C(=C\c3cccn3CCOc3ccccc3C)C(=N)N2O1	0.88	12	7.8	-4	-3	-2	-14	1	-2

The final 2 records of the part above lead into the next:
SMILES	mIAP activ	mIAP block	MPTP block	hIAP inh	APOBEC3A inh	MIN6 prolif	NR3A LBD binder	hIAP act	APOBEC3G inh
Cc1ccc(C(=O)N/C(=C\c2ccc(C)o2)C(=O)O)cc1	1	-1	0.8	-15	6	-3	0	1.2	0
CC1=CC2=NC(=O)/C(=C\c3cccn3CCOc3ccccc3C)C(=N)N2O1	0.88	12	7.8	-4	-3	-2	-14	1	-2
CSc1nc(-c2ccco2)nn1S(=O)(=O)c1ccc(C)cc1	0.87	13	-0.8	19	-2	-2	-1	0.81	-4
CCOC(=O)N1CC=C2C(C#N)=C(N)C(C#N)(C#N)[C@H](c3ccsc3)[C@H]2C1	0.94	6	-0.3	14	-1	-1	-1	0.86	-3
C[C@H](CO)N1C[C@H](C)[C@@H](CN(C)S(=O)(=O)c2ccccc2)Oc2c(NC(=O)Nc3ccc4c(c3)OCO4)cccc2C1=O	1.1	-11	-2.8	-13	0	-3	2	1.1	-2
CCOc1ccc(-c2nnc(-c3cccs3)o2)cc1OCC	1.1	-6	6.3	-2	0	0	1	1	-4
O=C(COC(=O)/C=C/c1ccc([N+](=O)[O-])cc1)NCc1ccco1	1	0	1.2	-5	-4	-2	-2	1	-3
CCC1(c2ccc(F)cc2)NC(=O)N(CC(=O)Nc2ccc(S(N)(=O)=O)cc2)C1=O (stereo not given)	1	-2	-1.0	-8	5	3	-5	1.1	-5
CSc1nsc(SCC(=O)Nc2ccccc2C(=O)O)n1	1	-1	0.9	4	1	-2	2	0.96	4
COc1ccccc1OCCNC(=O)c1cc(C2CC2)nc2c1cnn2C(C)C	0.92	8	-0.2	19	9	-1	0	0.81	-2
Cc1ccc(NC(=O)CSCC(=O)NC2(C)CCS(=O)(=O)C2)cc1 (stereo not given)	1.1	-7	-0.4	-14	-2	1	0	1.1	-4
COc1ccc(C(=O)Nc2ccc(Nc3ccccc3)cc2)cc1OC	1	-3	0.4	6	-10	-1	-1	0.94	-6
C=CCNC(=O)c1cc(-c2ccncc2)nc2c(C)cc(C)cc12	0.95	5	-0.3	8	-1	-5	-3	0.92	-7
Cn1c(=O)c2c(nc(N3CCCCC3)n2CCSc2nc3ccccc3s2)n(C)c1=O	0.97	3	-0.7	-27	-3	0	1	1.3	-5
Cc1cc(NC(=O)COC(=O)[C@@H](NS(=O)(=O)c2ccccc2)C(C)C)no1	1	-3	-2.3	2	3	-2	-1	0.98	-5
COc1ccc(C2CCCN2C(=S)Nc2ccc(C)cc2Cl)cc1OC (stereo not given)	1	-4	8.0	7	-3	1	2	0.93	-4
COc1ccc(OC)c(NC(=O)COC(=O)CCCN=C2NS(=O)(=O)c3ccccc32)c1	1.1	-5	0.0	-10	4	5	-1	1.1	10
O=c1[nH]cnc2[nH]ncc12	0.89	10	0.9	16	1	-2	-1	0.84	1
CC(C)c1ccc(NC(=O)[C@H](NC(=O)[C@@H]2Cc3ccccc3CN2)c2ccccc2)cc1	1.2	-16	4.7	-7	-3	-7	-9	1.1	-4
Cc1nn(CCCC(=O)Nc2cc(Oc3ccc(F)cc3)cc([N+](=O)[O-])c2)c(C)c1[N+](=O)[O-]	0.84	16	38	2	-2	-3	1	0.98	-1
CCNC(=O)CSc1nnc(-c2ccccc2)n1-c1ccc(OCC)cc1	0.97	3	-1.0	15	1	2	-2	0.85	-4
COC(=O)CSc1nc2ccccn2c(=O)c1C=O	1.1	-5	-2.8	-5	4	-1	-4	1.1	-2
COc1ccccc1CNC(=O)C(CCSC)NC(=O)c1cccc(S(=O)(=O)N2CCOCC2)c1 (stereo not given)	1	0	-0.1	-10	2	-3	1	1.1	-5
O=C(Nc1ccc2c(c1)OCO2)c1cnc2n(c1=O)CCS2	1	-1	-0.5	-14	-4	-2	-5	1.1	-4
Cc1cccc(C)c1NC(=S)N1CCCCCC1	0.99	1	0.7	15	-6	-1	0	0.85	-10
COc1ccc(-c2[nH]ncc2/C=N\NC(=O)c2ccc(Br)o2)cc1OC	1	-5	0.2	-33	4	3	-1	1.3	0
C=CCn1c(SCC(=O)Nc2nc3ccccc3s2)nnc1-c1ccccc1O	1	-4	3.2	-3	4	1	-9	1	4
(more compounds)
SMILES	mIAP activ	mIAP block	MPTP block	hIAP inh	APOBEC3A inh	MIN6 prolif	NR3A LBD binder	hIAP act	APOBEC3G inh
Nc1ccc2oc(C3CCCCC3)nc2c1	0.93	7	-0.4	3	4	-4	-1	0.97	0
CN1CCC(=O)N([C@H](COc2ccccc2)Cc2ccccc2)CC1	1	-3	0.6	-6	2	3	-2	1.1	-1
COc1ccc(S(=O)(=O)Nc2ccc(-n3cnnn3)cc2)cc1[N+](=O)[O-]	1	-2	-1.7	12	1	-4	-2	0.88	-7
C(=C\n1nnc2ccccc21)/c1ccc[nH]1	0.75	25	0.5	-9	5	0	-1	1.1	-1
O=c1[nH]c(SCc2n[nH]c(=S)n2-c2ccccc2)nc2sc3c(c12)CCC3	0.82	18	0.0	2	0	-3	-2	0.98	7
CCn1c(N)c(C(=O)NCc2ccc3c(c2)OCO3)sc1=S	0.86	14	-0.3	19	-3	-2	0	0.81	14
O=S1(=O)NC[C@]23C[C@H](c4ccc(F)cc4)[C@@H](C[C@@H]21)O3	0.99	1	-1.7	8	-5	3	0	0.92	-11
Cc1cc(C)c(NC(=S)NC(NC(=O)c2ccccc2)C(Cl)(Cl)Cl)c(C)c1 (stereo not given)	2.5*	-152	76*	1	0	0	6	0.99	-6
OCCC1CN(Cc2cccn2-c2ccccn2)CCN1C1CCCC1 (stereo not given)	0.98	2	-1.1	-7	5	2	-2	1.1	-3
C=CCNC(=S)N/N=C/c1ccc(C(F)(F)F)cc1	0.93	7	-0.2	0	-7	-4	-1	1	-14
O=S(=O)(/N=C(/Nc1ccccc1F)c1ccccc1)c1ccccc1	1	0	-2.0	-28	-1	-2	0	1.3	-6
O=C(COC(=O)c1cc([N+](=O)[O-])ccc1N1CCOCC1)NCc1ccc(Cl)cc1Cl	0.94	6	-0.8	-7	4	-1	-5	1.1	0
O=C(NCC1CCCO1)c1cccc(N2CCCC2=O)c1 (stereo not given)	1.1	-6	-1.6	-18	-8	-1	2	1.2	-8
C=CCn1c(=O)c(C(C)=O)cn(N(C)c2ncc(C(F)(F)F)cc2Cl)c1=O	0.99	1	0.3	-18	0	1	3	1.2	-8
O=C(c1cccs1)N1CCN(C2CCN(Cc3ccccc3)CC2)CC1	0.93	7	-1.6	-4	-3	2	0	1	-4
COc1ccccc1-n1cnc2sc(-c3ccccc3)cc2c1=O	0.91	10	-0.3	16	-7	0	1	0.84	-8
CC(=O)C1=C(O)C(=O)N(CCC(=O)O)C1c1cccc(F)c1 (stereo not given)	1.1	-13	-0.7	-1	1	-2	-1	1	-4
O=C(CSCc1ccc(F)cc1)Nc1ccc(N2CCOCC2)cc1N1CCOCC1	0.93	7	-1.2	-6	-1	-2	0	1.1	3
O=C(Cc1ccc(F)cc1)N1CCOCC1	1	0	0.2	-1	-6	-2	0	1	-9
O=C(CCC(=O)NC12CC3CC(CC(C3)C1)C2)NC1CCCCC1	1.1	-6	0.6	-6	-3	-1	-1	1.1	-2
COc1ccccc1CN(C)C(=O)C(c1ccccc1)c1ccccc1	0.92	8	0.4	-2	1	-7	-2	1	-8
O=C(NCCCn1ccnc1)C(=O)Nc1ccccc1	1	-5	-1.1	13	22	0	2	0.87	-7
CC(=O)Nc1ccc(S(=O)(=O)NC(C(=O)O)C(C)C)cc1 (stereo not given)	0.94	6	-2.5	8	-2	0	0	0.92	-3
c1ccc(Cn2nc(-c3ccccc3)nc2-c2ccccc2)cc1	0.85	15	0.3	14	3	0	-2	0.86	-2
Cc1ccc(NC(=O)c2cc3ccccc3oc2=N)cc1	1	-2	0.9	11	2	-6	-1	0.89	-5

Assay outcomes deposited in PubChem BioAssay by Sanford-Burnham Center for Chemical Genomics.
